Compound activity (PubChem)
HCMV inh: qHTS Assay for inhibitors of the human cytomegalovirus (HCMV); HFF cells, HCMV-luciferase reporter, 72 h; hits give low values; activity change, negative = inhibition, % at 57.5 µM; hit rate 4.5% among 410,000; AID 1259415, 2018; in the data active = activity change below about -60%; inconclusive = no clear call, values can overlap the other calls; inactive = above about -39%
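Compounds were evaluated in HFFs infected with an HCMV luciferase reporter virus (MOI 1 PFU/cell). Luciferase in lysates collected 72 h post infection served as the replication measure.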
Sm TGR inh: qHTS Assay for the Inhibitors of Schistosoma Mansoni Peroxiredoxins; Schistosoma mansoni thioredoxin glutathione reductase (TGR), Q962Y6; purified TGR, DTNB reduction, TNB absorbance 405 nm; Potency, µM (doses to about 114 µM), inactives show at the highest dose activity change, negative = inhibition, actives largely listed as inhibitors; hit rate 3% among 360,000; note: potency is the fitted concentration of half-maximal effect; nearly all actives have a fitted effect of over 60% in size
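Kinetic colorimetric format: TGR-catalysed, NADPH-driven DTNB reduction monitored via TNB absorbance. Enzyme dispensed at 20 nM; compound exposure 15 min at room temperature before reaction start.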
AMA1-RON2 inh: qHTS for Inhibitors of AMA1-RON; Towards Development of Antimalarial Drug Lead: Primary Screen | AID 720542, 2013 | AlphaScreen AMA1-biotinylated RON2 peptide binding | hit rate 0.2% among 360,000 | Potency, µM (doses to about 58.2 µM), inactives show at the highest dose activity change, negative = inhibition, usual class: inhibitors;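 note: potency is the fitted concentration of half-maximal effect; 0% = vehicle wells and -100% = peptide control; nearly all actives have a fitted effect of over 45% in size; some results filed as inactive show a strong effect at the top dose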
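AMA1 (3D7) with his tag at 25 nM final met compounds first, then biotinylated RON2 peptide at 25 nM; detection used donor plus acceptor beads, 10 µg/mL apiece, read by AlphaScreen after 30 min at room temperature.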
AmpC inh no detg: qHTS Inhibitors of AmpC Beta-Lactamase (assay without detergent). P00811. AmpC nitrocefin hydrolysis, absorbance 480 nm, 0.0001% Triton. Potency, µM (titrated, usually from 57.1 µM), without a hit: at the top dose activity change, negative = inhibition, actives largely listed as inhibitors. hit rate 0.52% among 330,000. AID 485341, 2010;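 note: potency is the fitted concentration of half-maximal effect; plate controls were no compound for no effect and no enzyme for full effect; nearly all actives have a fitted effect of over 20% in size; some results filed as inactive show a strong effect at the top dose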
Target sequence (P00811 whole entry, looked up): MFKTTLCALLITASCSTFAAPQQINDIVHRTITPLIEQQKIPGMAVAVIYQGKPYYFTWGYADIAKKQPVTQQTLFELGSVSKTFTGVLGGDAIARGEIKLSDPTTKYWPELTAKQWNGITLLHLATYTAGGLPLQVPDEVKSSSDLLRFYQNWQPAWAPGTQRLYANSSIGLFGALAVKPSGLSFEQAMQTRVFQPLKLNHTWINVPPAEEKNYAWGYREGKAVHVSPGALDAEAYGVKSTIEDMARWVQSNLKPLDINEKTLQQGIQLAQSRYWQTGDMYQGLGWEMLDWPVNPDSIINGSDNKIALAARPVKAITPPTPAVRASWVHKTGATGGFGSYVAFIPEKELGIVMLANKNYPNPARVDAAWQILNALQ
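20 mM phosphate pH 7.0 + 0.01% (detergent screen) or 0.0001% Triton X-100; 5.3 nM AmpC reagent; cpd preinc 15 min RT; nitrocefin (800 uM stock) to start; A480 q20 s × 4 min; Activity was normalised to no-enzyme and no-compound control wells.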
AmpC inh detg: qHTS Inhibitors of AmpC Beta-Lactamase (assay with detergent); AmpC hydrolysis of nitrocefin, absorbance 480 nm, 0.01% Triton; Potency, µM (series often up to 114 µM), for inactives: top-dose activity change, negative = inhibition, usual class: inhibitors; hit rate 0.041% among 370,000; AID 485294, 2010;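 note: potency is the fitted concentration of half-maximal effect; 0% = no-compound wells and -100% = no-enzyme wells; nearly all actives have a fitted effect of over 25% in size; some results filed as inactive show a strong effect at the top dose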
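AmpC (5.3 nM in the dispensed reagent) in 20 mM phosphate pH 7.0 with 0.01% (detergent screen) or 0.0001% Triton X-100 was preincubated with compounds for 15 min at room temperature. Nitrocefin was then added from an 800 uM solution, and hydrolysis was followed at 480 nm.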
FBPA Giardia inh: qHTS Assay for Inhibitors of Fructose-1,6-bisphosphate Aldolase from Giardia Lamblia. A8B2U2. purified Giardia FBPA. Potency, µM (top dose mostly 59.6 µM), inactives show at the top dose activity, negative = inhibition, most hits filed as inhibitors. hit rate 0.71% among 290,000. AID 2451, 2010; note: potency is the fitted concentration of half-maximal effect; nearly all actives have a fitted effect of over 55% in size
Target sequence (A8B2U2 whole entry, looked up): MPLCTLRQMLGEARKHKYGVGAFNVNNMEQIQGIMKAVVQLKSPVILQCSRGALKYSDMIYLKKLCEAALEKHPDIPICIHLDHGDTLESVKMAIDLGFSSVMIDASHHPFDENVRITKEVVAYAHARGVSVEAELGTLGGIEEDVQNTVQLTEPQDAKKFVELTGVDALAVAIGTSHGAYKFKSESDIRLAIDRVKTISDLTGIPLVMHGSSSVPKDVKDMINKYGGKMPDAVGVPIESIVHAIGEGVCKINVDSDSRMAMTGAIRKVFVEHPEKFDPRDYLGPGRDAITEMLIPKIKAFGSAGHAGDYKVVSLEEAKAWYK
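Giardia FBPA (40 nM reagent) was preincubated 10 min at RT with compound (up to 57.5 uM final), then substrate plus GAPDH/TPI/NAD/arsenate coupling system with diaphorase/resazurin was added; resorufin fluorescence (525/598 nm) was read after 20 min.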
Active calls of the source: *; ? = inconclusive; . = no result given; & = joins results of further samples; [ ] = remark or other dose. Unless noted, calls come from the whole dose curve; as a rule, active = well fitted curve in the direction sought with a large enough effect; inconclusive = small, poorly fitted or top-dose-only effect, or another doubt; inactive = no such curve, though single readings can be large; an effect the other way counts as inactive or inconclusive. Unless noted, % is set by controls: 0 for no effect and ±100 for the full control effect. Compounds as they come (roughly 7.8% active in at least one column).

SMILES	HCMV inh	Sm TGR inh	AMA1-RON2 inh	AmpC inh no detg	AmpC inh detg	FBPA Giardia inh
Cc1cc(C)cc(-n2cnc3cc(C(=O)NCCc4ccccc4)ccc32)c1	-99*	1%	.	.	-1%	.
COc1cccc(-c2cc(=O)c3cc(NC(=O)c4ccc(N(C)C)cc4)ccc3[nH]2)c1	.	-1%	-16%	-1%	8%	-1%&2%
O=S(=O)(/N=C(/Nc1cccc2ccccc12)c1ccccc1)c1ccc(F)cc1	16	?	11%	-32%	?	.
CN(C)C(=O)c1cc(-c2ccccc2)no1	-9	28%	-11%	-15%	?	1%
COc1cc(C2C=C(c3cccs3)Nc3ncnn32)cc(OC)c1OC (stereo unspecified)	.	-28%	5%	-16%	-6%	-18%
O=C(Nc1cccc(C(F)(F)F)c1)c1ccc2nc(-c3ccco3)c(-c3ccco3)nc2c1	-8	3.5µM*	?	-53%	-7%	?
Cc1ccc(SCc2nc(-c3ccccn3)no2)cc1	21	-6%	11%	-11%	?	-2%
COc1ccc(Cl)cc1NC(=O)Cn1c(=O)n(-c2ccc(C)cc2)c(=O)c2ccc(C(=O)NCc3ccccc3Cl)cc21	-13	-14%	.	.	-7%	.
CC1CCCCN1Cc1c(O)ccc2c(=O)c(-c3nc4ccccc4s3)c(N)oc12 (stereo unspecified)	-16	2%	70%[activator]	190%[activator]	-1%	15%
CCCCNC(=S)N/N=C1\C(=O)c2cccc3cccc1c23	-12	6%	32%[activator]	-27%	-1%	8%
COc1cc(CC(=O)Nc2sccc2C(N)=O)cc(OC)c1OC	50	-21%	-13%	10%	-8%	-15%
CCCCCCC(=O)c1c(C)[nH]c(C(=O)OCC)c1C	11	3%	-5%	-9%	2%	-6%
COc1cc(CNc2ccc3[nH]c(=O)[nH]c3c2)ccc1OCc1ccc(Cl)cc1	?	-27%	-13%	-37%	3%	-8%
CCc1ccccc1NC(=O)C1CCCN1S(=O)(=O)c1ccc2c(c1)n(C)c(=O)c(=O)n2C (stereo unspecified)	4	2%	-4%	16%	0%	.
CCN(CC(=O)NC1CCCC1)S(=O)(=O)c1ccc(C)cc1	-12	0%	2%	-7%	3%	2%
CCCNC(=S)N1CCC(C(=O)c2ccc(F)cc2)CC1	-31	8%	-11%	-3%	9%	2%
O=C(NCCCN1CCOCC1)c1cc(-c2ccc3c(c2)OCO3)nc2ccccc12	?	11%	11%	76%[activator]	-6%	0%
C=CC[C@H](CC(=O)N(CCO)Cc1ccccc1)C(=O)NC[C@@H](OC(=O)[C@@H](CC=C)Cc1ccc(F)cc1)c1ccccc1	42	.	8%	119%[activator]	.	.
NC(=O)CC(NC(=O)Cc1ccc(Cl)cc1)c1ccc(NCC2CC2)c([N+](=O)[O-])c1 (stereo unspecified)	4	2%	-8%	-4%	3%	1%
CC(=O)C(Cc1ccccc1)NC(=O)COc1ccc2c(c1)OCO2 (stereo unspecified)	15	.	-3%	2%	.	.
Cc1cccc(OCC(=O)NCc2nc(-c3ccccc3)no2)c1	8	1%	-4%	-14%	-1%	.
COc1cc(OC)cc(C(=O)Nc2ccc(CN3CCCCC3)cc2)c1	149	2%	-1%	-46%	-3%	6%
C=CCSc1nc2ccccc2c(=O)[nH]1	14	-22%	0%	-20%	-16%	-13%
Cc1c(C(=O)Nc2ccc(F)cc2)sc2ncn(CC(=O)N3CCCCC3)c(=O)c12	-21	-15%	-3%	42%	-14%	7%
Cc1cc(/C(N)=N/OC(=O)c2ccc(Cl)cc2)no1	131	8%	-4%	-18%	3%	7%
(continued)
SMILES	HCMV inh	Sm TGR inh	AMA1-RON2 inh	AmpC inh no detg	AmpC inh detg	FBPA Giardia inh
O=C(c1ccccc1-n1cccc1)N1N=C(C(F)F)CC1(O)C(F)F (stereo unspecified)	-34	2%	-15%	-11%	-1%	-2%
COc1ccc(/C=N/NC(=O)Cn2cc(C(F)(F)F)ccc2=O)cc1	?	2%	20%	-3%	4%	3%
C/C(=N\Nc1cccc(C(=O)O)c1)c1ccc2c(c1)Nc1ccccc1S2	.	-25%	-5%	-25%	4%	-10%
O=[N+]([O-])c1cccc(-c2nc(-c3ccccc3)c(-c3cccs3)[nH]2)c1	-17	18%	-2%	-54%	?	2%
CC(=O)Nc1ccc(S(=O)(=O)Nc2ccc(=O)n(Cc3ccc(Cl)c(Cl)c3)c2)cc1	-34	8%	2%	-23%	?	25%
COc1ccccc1-n1cnc2cc(C(=O)NCc3ccco3)ccc21	-13	40µM*	-7%	-21%	-6%	0%
COc1ccccc1CCC(=O)OCC(=O)c1c(N)n(CC(C)C)c(=O)n(C)c1=O	-3	?	65%[activator]	22%	1%	.
CCc1cccc(C)c1NC(=O)c1cc(C)nc2c1c(C)nn2-c1cccc(Cl)c1C	1	3%	.	.	3%	.
COc1ccccc1NC(=O)/C(=C\c1cccs1)NC(=O)c1ccco1	-30	-2%	-5%	-15%	4%	-1%
CCOc1cccc(C2C(C(=O)c3ccco3)=C(O)C(=O)N2Cc2ccncc2)c1 (stereo unspecified)	10	?	36%[activator]	-18%	?	?
CN(Cc1ccccc1)Cc1ccccc1OC(=O)N(C)C	24	-7%	-1%	-3%	-13%	-1%
Cc1cc(C)c(C)c(S(=O)(=O)N2CCC(C(=O)NNC(=O)c3ccccc3O)CC2)c1C	-24	-4%	86%[activator]	-38%	0%	.
C/C(N)=C(/C#N)C(=O)COC(=O)c1cc(-c2ccc(Br)cc2)nc2ccccc12	8&19	-1%	-3%&6%	25%	-9%	21%
Cc1cccc(NC(=O)CSc2nnc(CNC(=O)c3ccc(S(=O)(=O)N(C)C)cc3)n2-c2ccccc2)c1	2	1%	-8%	120%[activator]	-4%	9%
O=C(Nn1cnc2ccccc2c1=O)c1ccc(Br)cc1	6	2%	-2%	-25%	1%	2%
Cc1ccccc1NC(=S)NC1CCN(Cc2ccccc2)CC1	-34	-1%	-27%	-24%	?	-3%
CCOC(=O)CSc1nc(C)c(Oc2ccc(Cl)cc2Cl)c(=O)[nH]1	-14	0%	-9%	-24%	4%	-3%
CCc1c(C)sc(NC(=O)OC)c1C(=O)N1CCOCC1	12	0%	-3%	-16%	-8%	0%
O=C(Nc1cc(Cl)ccc1Oc1ccccc1)c1ccc(F)cc1	-23	0%	28%	-37%	?	-7%
CCN1C(=NCCN2CCOCC2)N[C@@H](c2ccccc2)C(C(=O)OC)=C1C	?	16%&19%	2%	-27%&-16%	-10%&-17%	17%&1%
CCOc1cc(N2CCOCC2)c(OCC)cc1NS(=O)(=O)c1cc(NC(C)=O)ccc1OC	17	-15%	-10%	-11%	-4%	?
O=C(Nc1ccc(Br)c(Cl)c1)C1CC1	-62*	6%	4%	2.2µM*	1%	-4%
O=C(Cn1c(=S)[nH]c2ccccc2c1=O)NCCc1ccccc1	202	-1%	-4%	-18%	-8%	-1%
Cc1ccc(C)c(CNC(=O)C2CCN(c3nc4ccccc4nc3C(F)(F)F)CC2)c1	8	13%	.	.	-2%	.
COC(=O)c1ccccc1NC(=O)CSc1n[nH]c(C)n1	10&23	-4%&-6%	20%	-3%	22%	2%
Carrying on.
SMILES	HCMV inh	Sm TGR inh	AMA1-RON2 inh	AmpC inh no detg	AmpC inh detg	FBPA Giardia inh
CCCc1nc(NCCCOCC)c2nnn(Cc3ccccc3)c2n1	-20	7%	3%	-3%	-12%	6%
Cc1c(NC(=O)COC(=O)c2ccc(O)cc2)c(=O)n(-c2ccccc2)n1C	-13	-8%	-11%	3%	-15%	.
Cc1cc2cccc(C)c2nc1SCC(=O)NCC1CCCO1 (stereo unspecified)	-22	?	8%	-13%	0%	0%
CCCCc1ccc(S(=O)(=O)Nc2nnc(C)s2)cc1	8	10%	9%	-13%	?	24%
O=c1c(Cc2ccc(F)cc2)c(O)ccn1CCc1ccccn1	-2	-6%	0%	-1%[2.29 µM]	0%	-9%
COc1cccc(CNC(=O)C2CCN(C(=O)N3CC(C)Oc4ccccc43)CC2)c1 (stereo unspecified)	23	-14%	9%	123%[activator]	-5%	-14%
O=[N+]([O-])c1ccc(O)c(/C=N/NC2=NS(=O)(=O)c3ccccc32)c1	22	0%	-7%	-8%	-8%	8.9µM*
Cc1ccc(CNC(=O)c2cc3c(s2)-c2ccccc2SC3)cc1	?	7%	.	.	14%	.
CCCOP(=O)(OCCC)C(Nc1cccc(C(F)(F)F)c1)c1ccc(C)cc1 (stereo unspecified)	-20	-25%	-7%	33%	-6%	-4%
COCCCNC(=O)/C=C/c1cccc(Cl)c1	-12	?	0%	-11%	-4%	3%
CCCCN(CC)C(=O)Cn1ncc2c1-c1cc(C)ccc1OC2	-1	0%	5%	49%	?	-1%
CC(=O)c1ccc2c(c1)N(CCCN1CCC(CCO)CC1)c1ccccc1S2	18	1%	-6%	83%[activator]	-6%	-1%[21.7 µM]
O=c1oc(C2(O)CCCCC2)cc2ccccc12	-24	.	7%	-9%	.	.
Cn1c(SCc2cc(=O)[nH]c3ccccc23)nnc1-c1ccco1	39	-19%	-1%	-17%	?	0%
C[C@@H]1CN([C@H](C)CO)C(=O)c2cccc(NC(=O)Nc3ccc(C(F)(F)F)cc3)c2O[C@H]1CN(C)S(=O)(=O)c1cccs1	-33	.	22%	194%[activator]	.	.
Cc1cccc(C(=O)N2CCNC(=O)C2CC(=O)Nc2cccc(Cl)c2)c1 (stereo unspecified)	12	0%	-18%	53%	7%	.
Cc1ccc(NP(=O)(Nc2ccc(C)cc2)Oc2ccccc2)cc1	43	5%	-6%	-8%	-18%	-3%
CN1CCc2c(OCC(=O)N3CCCc4ccccc43)cccc2C1=O	-11	1%	4%	1%	-4%	0%
Cc1c(N2C(=O)CSC2c2ccc([N+](=O)[O-])cc2)c(=O)n(-c2ccccc2)n1C (stereo unspecified)	-9	-8%	-1%	1%	2%	0%
COc1ccc(N=Cc2c(C)[nH][nH]c2=O)cc1	-18	-2%	-1%	6%	-19%	-11%
C[C@@H]1COC(=O)[C@H](Cc2ccc(F)cc2)C/C=C\C[C@@H](CC(=O)N[C@H](CO)Cc2ccccc2)C(=O)N1	-14	.	20%	19%	.	.
